Screening results deposited in PubChem BioAssay by National Center for Advancing Translational Sciences (NCATS).
SNCA viab count: GF-AFC viability counterscreen for inhibitors of alpha-synuclein gene (SNCA) expression; HEK-293-SNCA-luc viability, GF-AFC fluorescence, 24 h; AID 1671193, 2021; Potency, µM (top dose mostly 57.1 µM), without a hit: top-dose activity change, negative = cytotoxicity, most hits filed as cytotoxic; 150,000 tested, 0.12% active;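 also: potency is read from the fitted curve at half-maximal effect; 0% = DMSO-treated cells and -100% = medium-only wells without cells; nearly all actives have a fitted effect of over 30% in size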
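HEK-293-SNCA-luc cells (1500/well) plated 24 h, then exposed 24 h to a dilution series; GF-AFC added 30 min at 37C, fluorescence 405/540 nm; normalised to medium-only and DMSO wells, Hill fit.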
SNCA expr inhib: Primary qHTS assay for inhibitors of alpha-synuclein gene (SNCA) expression | HEK-293 SNCA-luciferase knock-in, luminescence, 24 h | Potency, µM (highest dose often 57.2 µM), for the others: at the top dose activity change, negative = inhibition, most hits filed as inhibitors | 140,000 tested, 0.17% active;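 also: potency is read from the fitted curve at half-maximal effect; plate controls were DMSO cells for no effect and cell-free wells for full effect; nearly all actives have a fitted effect of over 45% in size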
HEK293 tox: Cytotoxic Profiling in HEK 293 Cell Line of Diverse Libraries Using Quantitative High-Throughput Screening | Potency, µM (top dose mostly 115 µM), for inactives: at the top dose activity change, negative = cytotoxicity, actives largely listed as inhibitors | 94,000 tested, 6.6% active | AID 1345083, 2018 | HEK 293 viability, ATP luminescence (CellTiter-Glo), 48-72 h; also: potency is read from the fitted curve at half-maximal effect; nearly all actives have a fitted effect of over 60% in size
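CellTiter-Glo luminescence (cellular ATP) was read after 48 or 72 hr of compound exposure at 37 degree Celsius. Cells were HEK 293 plated at 250 cells/well.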
FLuc inh: Firefly luciferase inhibition profiling of diverse chemical library using quantitative high-throughput screening. Potency, µM (series often up to 115 µM), inactives show top-dose activity change, negative = inhibition, most hits filed as inhibitors. purified P. pyralis luciferase, luminescence, biochemical. AID 1347043, 2019. 76,000 tested, 2.5% active. Luciferin 4-monooxygenase (Photinus pyralis), P08659; also: potency is read from the fitted curve at half-maximal effect; nearly all actives have a fitted effect of over 65% in size
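Cell-free enzyme assay, 10nM P. pyralis luciferase, luciferin and ATP each at 10uM. Inhibition profiled over a 6-point titration, read as luminescence.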
IP6K1 inhibitor: Primary qHTS assay for small molecule inhibitors of Inositol hexaphosphate kinase 1 (IP6K1). Inositol hexakisphosphate kinase 1 (Homo sapiens), Q92551. 140,000 tested, 0.81% active. IP6K1 kinase, ADP-Glo luminescence, 2 h; active compounds read low. activity change, % (series mostly up to about 58 µM); in the data active = activity change below about -25%
Target sequence (Q92551 whole entry, looked up): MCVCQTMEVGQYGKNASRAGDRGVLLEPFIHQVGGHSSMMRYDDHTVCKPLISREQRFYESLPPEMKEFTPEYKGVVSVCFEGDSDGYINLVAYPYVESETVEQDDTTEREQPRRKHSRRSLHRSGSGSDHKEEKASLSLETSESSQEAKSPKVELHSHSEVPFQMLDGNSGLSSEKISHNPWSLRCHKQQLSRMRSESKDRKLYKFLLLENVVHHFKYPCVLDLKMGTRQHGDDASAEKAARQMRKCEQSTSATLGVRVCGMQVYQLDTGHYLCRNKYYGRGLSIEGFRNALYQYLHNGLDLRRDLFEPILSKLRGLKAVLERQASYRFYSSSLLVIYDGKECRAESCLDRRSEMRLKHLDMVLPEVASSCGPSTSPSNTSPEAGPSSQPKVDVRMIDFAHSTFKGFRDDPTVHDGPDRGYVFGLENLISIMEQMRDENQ
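ADP-Glo luminescence measures ADP made by human IP6K1 during a 2 h RT reaction with ATP/IP6 (mix at 1.3 mM/130 uM); top library doses 57.5 and 19.1 uM final.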
GPT2 inh: Primary qHTS assay for inhibitors of Glutamate pyruvate transaminase 2 (GPT2) | Recombinant GPT2, coupled pyruvate oxidase/HRP Amplex Red fluorescence | Potency, µM (series often up to 57.7 µM), for the others: at the highest dose activity change, negative = inhibition, actives largely listed as inhibitors | Alanine aminotransferase 2 (Homo sapiens), Q8TD30 | 100,000 tested, 0.25% active; also: potency is read from the fitted curve at half-maximal effect; nearly all actives have a fitted effect of over 60% in size; many of its hits are not listed in these tables
Target sequence (Q8TD30 whole entry, looked up): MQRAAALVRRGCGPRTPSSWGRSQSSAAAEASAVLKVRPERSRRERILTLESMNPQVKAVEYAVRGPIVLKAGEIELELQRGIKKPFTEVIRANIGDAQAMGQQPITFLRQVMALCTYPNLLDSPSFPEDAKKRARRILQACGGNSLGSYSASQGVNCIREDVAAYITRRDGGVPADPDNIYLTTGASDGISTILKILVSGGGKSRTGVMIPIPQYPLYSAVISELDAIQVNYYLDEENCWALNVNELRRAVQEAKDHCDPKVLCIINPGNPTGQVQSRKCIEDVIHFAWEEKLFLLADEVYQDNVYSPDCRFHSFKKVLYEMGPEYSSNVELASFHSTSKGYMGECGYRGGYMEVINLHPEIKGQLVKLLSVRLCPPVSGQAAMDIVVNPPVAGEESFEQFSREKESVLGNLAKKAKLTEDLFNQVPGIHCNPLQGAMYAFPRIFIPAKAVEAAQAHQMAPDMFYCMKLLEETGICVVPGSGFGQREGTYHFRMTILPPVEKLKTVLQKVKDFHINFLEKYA
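Fluorescence read-out: pyruvate from GPT2 turnover coupled to pyruvate oxidase, HRP and Amplex Red (0.2mM ThPP, 0.2U/mL PO and HRP, 50uM Amplex final). Substrates 250uM a-KG, 2mM L-alanine; enzyme 10ng/uL; 30 min RT.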
3T3 cytotox: Cytotoxic Profiling in NIH 3T3 Cell Line of Diverse Libraries Using Quantitative High-Throughput Screening | Potency, µM (series often up to 96.7 µM), for the others: at the top dose activity change, negative = cytotoxicity, usual class: inhibitors | 94,000 tested, 4.3% active | NIH 3T3 viability, CellTiter-Glo ATP luminescence, 48-72 h; also: potency is read from the fitted curve at half-maximal effect; nearly all actives have a fitted effect of over 55% in size
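Cytotoxicity was measured by CellTiter-Glo ATP luminescence after 48 or 72 h compound exposure at 37 °C. Mouse NIH 3T3 fibroblasts were seeded at 400 cells/well and dosed by 23 nL pin transfer.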
* hit, by the source's call; i = inactive; u = inconclusive; x = no result given; [ ] = dose if it differs, or a comment. Unless noted, calls follow the shape of the dose curve; as a rule, active = well fitted curve in the direction sought with a large enough effect; inconclusive = small, poorly fitted or top-dose-only effect, or another doubt; inactive = no such curve, though single readings can be large; an effect the other way counts as inactive or inconclusive. Unless noted, % is scaled to controls: 0 for no effect and ±100 for the full control effect.

No.	Structure	SNCA expr inhib	GPT2 inh	FLuc inh	SNCA viab count
1	CCCS(=O)(=O)N1CC(N(C)Cc2cccnc2)C1	-7%	i	3%	0%
2	COc1ccc(NC(=O)C2CCN(c3cn[nH]c(=O)c3)C2)cc1 (centres undefined)	3%	3%	-2%	-3%
3	CCOc1ccc(-c2cc(OC(=O)c3ccccc3)c3c(C)oc(C)c3c(=O)c2)cc1	23%	x	x	-3%
4	O=c1c2ccccc2nc2n1CCC2O (centres undefined)	x	i	x	-25%[87.6 µM]
5	COc1ccccc1CNC(=O)C(=O)NCC(c1cccs1)S(=O)(=O)c1ccccc1 (centres undefined)	u	x	x	-2%
6	C#CCNC(=O)C1CCCN1C(=O)c1cccc(-c2cccc(OC)c2)c1 (centres undefined)	9%	-18%	x	5%
7	COC(=O)C1=C(C)NC(=O)NC1c1ccccc1OC (centres undefined)	13%	i	-7%	-4%
8	CC1OC(O[C@@H]2[C@@H](O)[C@H](OC(=O)[C@]34CCC(C)(C)C[C@H]3C3=CCC5[C@@]6(C)CC[C@H](O[C@@H]7O[C@H](C(=O)O)[C@@H](O)[C@H](O[C@@H]8OC[C@@H](O)[C@H](O)[C@H]8O)[C@H]7O[C@@H]7O[C@H](CO)[C@H](O)[C@H](O)[C@H]7O)[C@@](C)(C=O)C6CC[C@@]5(C)[C@]3(C)C[C@H]4O)O[C@H](C)[C@@H]2OC2OC(C)C(OC3OCC(O)C(O)C3O)C(O)C2O)C(O)C(O)C1O (some centres undefined)	x	i[11.5 µM]	x	5%[12.5 µM]
9	O=C1CCC2(CNC(=O)c3ccco3)CCCC=C2N1 (centres undefined)	-6%	1%	0%	5%
10	Cc1cc(C[C@@H]2COC[C@@H]2NC(=O)c2cc(C)oc2-c2ccccc2)on1	-5%	i	-1%	7%
11	O=C(c1ccc(-n2ccnc2)cc1)N1CCC(c2[nH]ncc2-c2ccccc2)CC1	6%	0%	11%	2%
12	CCOC(=O)c1cn(C2CN(S(=O)(=O)c3ccc(C)c(C)c3)C2)nn1	-1%	1%	-9%	12%
13	CCn1nccc1C(=O)N1CC(Oc2ccc(-c3noc(-c4cccnc4)n3)cc2)C1	-11%	i	x	15%
14	O=C(c1ccc2c(c1)OCO2)N1CCn2c(nnc2-c2ccc(Cl)cc2)C1	-19%	-20%	x	0%
15	Cc1cccc(N2CCN(S(=O)(=O)c3c(C)[nH]c(=O)[nH]c3=O)CC2)c1C	5%	x	x	-2%

No.	3T3 cytotox	IP6K1 inhibitor	HEK293 tox
1	i	2	5%
2	-2%	16	-4%
3	x	-14	x
4	x	6	x
5	x	16	x
6	u	3	u
7	-9%	1	1%
8	x	11	x
9	-7%	8	-1%
10	2%	14	i
11	u	13	-22%
12	-1%	22	u
13	u	-8	u
14	u	-4	2%
15	x	18	x

Continuation:
No.	Structure	SNCA expr inhib	GPT2 inh	FLuc inh	SNCA viab count
16	Cc1nn(CC(=O)N2CCN(c3ccc(Cl)cc3)CC2)c(=O)c2cccn12	-16%	x	x	5%
17	Cc1cccc(NC(=O)c2c(NC(=O)c3ccccc3)sc3c2CCC3)c1	51%[activator]	x	x	-2%
18	CC(C)Oc1ccc(CN2C[C@@H](CO)[C@H](c3ccncc3)C2)cc1	9%	0%	-1%	2%
19	O=C(CCn1cncn1)N1CCOC(CC(c2ccccc2)c2ccccc2)C1 (centres undefined)	0%	-1%	-9%	-7%
20	CC(CN)(c1ccccn1)N1CCCC1 (centres undefined)	8%[87.6 µM]	-10%[88.5 µM]	x	-3%[87.6 µM]
21	c1ccc(-c2ccc3ncc(Nc4ccncc4)n3n2)cc1	19%[87.6 µM]	i	11%[230 µM]	9%[87.6 µM]
22	Cc1ccc(C)c(N2CCN(CCCNc3ncnc4onc(-c5ccc(Cl)cc5)c34)CC2)c1	22%	x	x	8%
23	CCc1cccc(CC)c1NC(=O)c1cc(S(=O)(=O)N2CCc3ccccc32)cn1C	u	x	x	-8%
24	COCCNC(=O)c1nc2sccn2c1-c1ccc(C)cc1	9%[87.6 µM]	i	x	-6%[87.6 µM]
25	NC(=O)[C@H](O[C@@H]1O[C@H](CO)[C@@H](O)[C@H](O)[C@H]1O)c1ccccc1	x	i	x	-15%
26	CCS(=O)(=O)N(C1CC1)C1CCOC2(CCN(C(=O)Cc3ccccc3)CC2)C1 (centres undefined)	34%[activator]	i	-3%	7%
27	CCOc1cc(C(=O)N2CC(=O)Nc3ccc(F)cc3C2c2ccccc2)cc(OCC)c1OCC (centres undefined)	21%	x	x	-10%
28	Cc1ccccc1-c1noc(-c2cc(-c3ccc(F)cc3)n[nH]2)n1	121%[activator]	x	x	7%
29	CCN1Cc2nc(OC)c(CNC(=O)C(C)n3cc(C)cn3)cc2C1=O (centres undefined)	5%	1%[11.5 µM]	-3%	11%
30	COc1ccc(C(=O)N2CC[C@@H]3CN(S(C)(=O)=O)[C@@H]3C2)cn1	u	-4%	7%	7%[12.5 µM]

No.	3T3 cytotox	IP6K1 inhibitor	HEK293 tox
16	x	9	x
17	x	19	x
18	-15%	-11	40µM*
19	-7%	3	u
20	-11%[174 µM]	12	-2%[230 µM]
21	u	-14	u
22	x	20	x
23	x	14	x
24	-33%[138 µM]	3	u
25	x	13	x
26	-12%	11	-19%
27	x	-19	x
28	x	10	x
29	-14%	9	-8%
30	1%	30	-14%

Brought forward from above: 5 compounds, followed by the next part.
No.	Structure	SNCA expr inhib	GPT2 inh	FLuc inh	SNCA viab count
26	CCS(=O)(=O)N(C1CC1)C1CCOC2(CCN(C(=O)Cc3ccccc3)CC2)C1 (centres undefined)	34%[activator]	i	-3%	7%
27	CCOc1cc(C(=O)N2CC(=O)Nc3ccc(F)cc3C2c2ccccc2)cc(OCC)c1OCC (centres undefined)	21%	x	x	-10%
28	Cc1ccccc1-c1noc(-c2cc(-c3ccc(F)cc3)n[nH]2)n1	121%[activator]	x	x	7%
29	CCN1Cc2nc(OC)c(CNC(=O)C(C)n3cc(C)cn3)cc2C1=O (centres undefined)	5%	1%[11.5 µM]	-3%	11%
30	COc1ccc(C(=O)N2CC[C@@H]3CN(S(C)(=O)=O)[C@@H]3C2)cn1	u	-4%	7%	7%[12.5 µM]
31	COc1ccc(NC(=O)c2[nH]nc3c2CSc2ccccc2-3)c(OC)c1	7%	x	x	8%
32	Cc1ccc(C2(O)CCN(C(=O)c3cnn4cc(CCO)cnc34)CC2)nc1	-16%	i	7%	6%
33	CCCc1nc(C(=O)N2C[C@H](c3cccc(OC)c3)[C@@H](N)C2)cs1	13%	-2%[11.5 µM]	-6%	-1%
34	CC(C)NC(=O)N[C@H]1CCN(C(=O)CC(C)(C)C)[C@@H]1C(=O)N[C@H](Cc1c[nH]c2ccccc12)C(N)=O	4%	u	-9%	0%
35	O=C(NCc1ccc(Cl)cc1)C1CCc2nnc(C3CCN([S+](=O)([O-])c4ccccc4Cl)CC3)n21 (centres undefined)	7%	-12%	x	-13%[12.5 µM]
36	CCN1C(=O)CCc2cc(NC(=O)c3cncc(Br)c3)ccc21	u	2%	-11%	5%
37	CC1CCN(CC2CCCN(C(=O)Cc3cccs3)CC2)CC1 (centres undefined)	-7%	i	x	-2%
38	O=C1CC(c2ccccc2)N(C(=O)CNC(=O)c2ccoc2)CCCCCCN1 (centres undefined)	-18%	i	-15%	u
39	COc1nccnc1NC1CCN(C(=O)c2ccc3nc[nH]c3c2)CC1	6%	i	0%	4%
40	O=C(NCCn1cccn1)c1ccc(S(=O)(=O)N2CCC(O)C2)cc1 (centres undefined)	2%	4%	0%	1%
41	O=C(c1ccoc1)N1CCC2(CCC2N2CCOCC2)CC1 (centres undefined)	5%	1%	x	4%
42	O=C(Cc1c[nH]c2ncc(-c3ccccc3)cc12)NCCc1ccccc1	-16%[87.6 µM]	u	-22%[172 µM]	-26%[87.6 µM]
43	COc1ccc(NC(=O)c2oc3ccccc3c2NC(=O)c2cccc(F)c2)c(OC)c1	15%	x	x	-6%
44	CCC(CC)C(=O)N1CCC2(CC1)C(=O)N(C)c1ccccc12	-9%	i	6%	-3%
45	c1cc2nsnc2cc1CN1CCCN(C2CCCC2)CC1	-28%	3%	-17%	9%

No.	3T3 cytotox	IP6K1 inhibitor	HEK293 tox
26	-12%	11	-19%
27	x	-19	x
28	x	10	x
29	-14%	9	-8%
30	1%	30	-14%
31	x	-44*	x
32	-2%	3	3%
33	-22%	-26*	-15%
34	-13%	7	2%
35	u	18	u
36	-22%	8	u
37	-21%	-5	-26%
38	u	6	u
39	i	-5	11%
40	i	-10	i
41	-8%	0	i
42	u	-10	u
43	x	10	x
44	0%	5	u
45	-18%	-1	-27%

Following part.
No.	Structure	SNCA expr inhib	GPT2 inh	FLuc inh	SNCA viab count
46	CCOc1ccc(-c2nonc2NC(=O)c2ccccc2C)cc1	23%	x	x	9%
47	Cc1cc(C)cc(-c2ccc(CN3CCCC3C(=O)NCC(F)(F)F)cc2)c1 (centres undefined)	u	i	x	u
48	CC(C)CNC(=O)c1cc(-c2ccc(F)cc2)nc2c1cnn2C	13%[87.6 µM]	i	x	-7%[87.6 µM]
49	CCc1ccc(NC(=O)c2ccc(F)c(S(=O)(=O)N3CCN(c4ccc(OC)cc4)CC3)c2)cc1	-5%	x	x	-5%
50	Cc1noc(C)c1-c1cc2c(cc(-c3ccccc3)n2C)c(-c2cnn(C)c2)n1	11%[87.6 µM]	1%[88.5 µM]	-28%[172 µM]	-20%[87.6 µM]

No.	3T3 cytotox	IP6K1 inhibitor	HEK293 tox
46	x	54	x
47	u	-8	u
48	u	9	u
49	x	7	x
50	11µM*	-4	20µM*
